# D1 antag: blocks dopamine activation of the human D1 receptor | HEK293 TREx D1 cells, calcium flux, dopamine EC80; active compounds read low | activity change, negative = inhibition, % at 10 µM | 360,000 compounds, 3.2% hits; in the data active = activity change below about -30%; note: % is set by controls: 0 for no effect and ±100 for the full control effect
#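 Cells carrying a force-coupled, tetracycline-inducible human D1 receptor report calcium flux. Each well gets a 10 s baseline, compound with 180 s monitoring, then an EC80 dopamine stimulus with a second 180 s kinetic read.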
# D1 ag: activates the human D1 dopamine receptor; P21728; HEK293 T-REx D1 cells, calcium flux, agonist mode; activation, % at 2 µM; 360,000 compounds, 1% hits; AID 504660; in the data active = activation above about 30%; note: 0% is about no effect
#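 Agonism was scored from calcium flux recorded over 180 s (1 read/s) after pintool compound addition, following a 10-cycle baseline. Cells were inducible force-coupled HEK293 TREx D1, plated overnight at 30 C and loaded with no-wash calcium dye.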
# D2 potentiator: positive allosteric modulators of human D2 dopamine receptor; P14416; HEK293 T-REx D2, calcium flux, EC20 dopamine potentiation; potentiation, % at 10 µM; 340,000 compounds, 0.34% hits; AID 485347;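 active = potentiation over 3 SD above the plate norm, cut at about 30% in these data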; note: 0% is about no effect
# Target sequence (P14416 whole entry, looked up): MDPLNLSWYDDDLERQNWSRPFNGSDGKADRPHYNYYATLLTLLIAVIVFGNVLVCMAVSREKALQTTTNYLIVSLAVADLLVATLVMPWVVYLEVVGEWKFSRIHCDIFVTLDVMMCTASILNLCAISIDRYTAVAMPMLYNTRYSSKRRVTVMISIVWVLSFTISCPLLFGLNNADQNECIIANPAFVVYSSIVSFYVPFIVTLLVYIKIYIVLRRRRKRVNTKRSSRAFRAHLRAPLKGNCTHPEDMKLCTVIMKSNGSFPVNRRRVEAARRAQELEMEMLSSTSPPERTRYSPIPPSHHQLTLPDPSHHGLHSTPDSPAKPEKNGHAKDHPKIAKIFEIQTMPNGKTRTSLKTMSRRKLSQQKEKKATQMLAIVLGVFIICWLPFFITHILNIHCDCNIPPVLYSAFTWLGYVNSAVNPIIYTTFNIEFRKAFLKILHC
#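 Potentiation of an EC20 dopamine calcium response is measured in a force-coupled, tetracycline-inducible Hek293 Trex D2 line. Compound-only kinetic reads over 180 s flag agonists before dopamine addition.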
# D1 potentiator: enhances dopamine response at the human D1 receptor; 360,000 compounds, 0.036% hits; P21728; potentiation, % at 10 µM; HEK293 TREx D1 cells, calcium flux, dopamine EC20 potentiation; in the data active = potentiation above about 30%; note: 0% is about no effect
# D2 antag: antagonizes the human D2 dopamine receptor. P14416. HEK293 TREx D2 cells, calcium flux, dopamine EC80. inhibition, % at 10 µM. 340,000 compounds, 2% hits. AID 485344; in the data active = inhibition above about 30%; note: 0% is about no effect
#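 Read-out: kinetic calcium fluorescence (1 cycle/s) in inducible HEK293 T-REx D2 cells after an EC80 dopamine addition that followed 180 s compound preincubation. Loss of the dopamine response indicates antagonism.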
# TRHR enhancer: allosteric enhancers of human TRH receptor; P34981; enhancement, % at 2 µM; TRHR cells, fluo-8 calcium fluorescence, EC20 TRH enhancement; AID 493056; 360,000 compounds, 0.66% hits; in the data active = enhancement above about 30%; note: 0% is about no effect
# Target sequence (P34981 whole entry, looked up): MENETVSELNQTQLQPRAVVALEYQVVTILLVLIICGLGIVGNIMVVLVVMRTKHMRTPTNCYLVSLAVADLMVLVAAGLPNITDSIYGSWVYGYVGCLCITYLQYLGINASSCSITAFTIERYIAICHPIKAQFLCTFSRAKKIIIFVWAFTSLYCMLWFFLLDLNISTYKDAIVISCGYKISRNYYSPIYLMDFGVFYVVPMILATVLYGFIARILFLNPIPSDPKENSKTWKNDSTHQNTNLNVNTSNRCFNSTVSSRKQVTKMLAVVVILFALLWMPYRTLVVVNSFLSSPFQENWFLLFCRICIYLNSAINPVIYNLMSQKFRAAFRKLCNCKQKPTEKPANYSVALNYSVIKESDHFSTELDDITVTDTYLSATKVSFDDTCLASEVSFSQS
#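 Enhancer read-out: after compound pinning and an initial kinetic agonist-mode read, an EC20 of TRH (10 nM final) was injected and fluo-8 calcium signal (Ex 480/Em 530) followed at 1 s/cycle for 100 cycles in TRHR-expressing cells.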
# D2 ag: D2 dopamine receptor (human) agonism. activation, % at 2 µM. 340,000 compounds, 0.53% hits. HEK293 T-REx D2 cells, calcium flux agonist mode. P14416;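 active = activation over 3 SD above normal in the single-dose calcium agonist read, cut at about 30% in these data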; note: 0% is about no effect
#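 In this primary screen, compounds producing a positive calcium signal within 180 s of addition to tetracycline-induced, force-coupled HEK293 Trex D2 cells are flagged; cells are dye-loaded with a no-wash calcium kit beforehand.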
# RXFP1 antag: antagonists of human relaxin receptor RXFP1; Q9HBX9; HEK293-RXFP1, relaxin-stimulated cAMP HTRF, 30 min; active compounds read low; activity change, negative = inhibition, % at 57.5 µM; 350,000 compounds, 0.59% hits;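 active = activity change of -60% or lower, but not beyond a set lower limit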; note: % is set by controls: 0 for no effect and ±100 for the full control effect
# RXFP1 agonist: activates the human relaxin receptor RXFP1; AID 2676; HEK293T-RXFP1 cAMP TR-FRET, 30 min; response scale: percent of porcine relaxin response, buffer zero; Potency, µM (titrated, usually from 57.5 µM), for inactives: at the highest dose activation, actives largely listed as activators; 370,000 compounds, 0.3% hits; active = well fitted activation curve with a large enough effect; note: potency is the fitted concentration of half-maximal effect; % is set by controls: 0 for no effect and ±100 for the full control effect; nearly all actives have a fitted effect of over 60% in size; many of its hits are not listed in these tables
#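 cAMP rise read by TR-FRET after 30 min, 37C compound exposure (up to 58 uM) in RXFP1-transfected HEK293 cells with Ro 20174 present. EC50 from Hill-equation fits, with 29 nM porcine relaxin as 100% and buffer as basal.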
# The depositor's hits bear a star; nt = not tested or not shown; & = joins results of further samples. A portion of the library; rates above refer to the full screens.
nr	molecule	D1 antag	D1 ag	D2 potentiator	D1 potentiator	D2 antag	TRHR enhancer	D2 ag	RXFP1 antag	RXFP1 agonist
1	COc1cccc(C(=O)N(Cc2ccc3c(c2)OCO3)Cc2nc3ccccc3c(=O)[nH]2)c1	8	0	6	9	1	-5	0.2	2	3.4%
2	COc1ccc(NC(=O)NC(C)c2c(-n3cccc3)sc(C)c2C)cc1OC (stereo not drawn)	-7	2	-3	3	nt	-9	0.8	-10	1.3%
3	COc1ccc(CN(C(=O)c2oc3ccccc3c2C)C2CCS(=O)(=O)C2)cc1 (stereo not drawn)	9	7	-5	2	-1	1	-0.2	-10	0.3%
4	COc1ccc(C(C(=O)NC(C)C)N(C(=O)CCC(=O)Nc2nccs2)c2ccccc2F)cc1 (stereo not drawn)	-12	3	1	0	0	0	0.9	-5	0.1%
5	CCCCCCCC(=O)Oc1ccc(C(=O)Nc2cc(C)on2)cc1	-17	1	-9	-3	37*	-8	-0.8	-11	3.2%
6	c1ccc(C2(CN3CCNC[C@H]3Cc3cccc4ccccc34)CC2)cc1	-56*	77*	1	-7	-8	7	-0.3	nt	0.2%
7	COCCNCc1nc2sc(C)c(-c3ccccc3)c2c(=O)[nH]1	-5	3	-3	-1	7	-1	-0.1	-35	-0.4%
8	CC(OC(=O)C1=NNC(=O)CC1)C(=O)Nc1ncc(Cl)cc1Cl (stereo not drawn)	5	3	8	2	14	2	-0.4	-4	-0.1%
9	CCOC(=O)N1CCN(C(=O)c2cnn(-c3cccc(C)c3)c2-n2cccc2)CC1	-2	2	9	-1	nt	3	0.2	-17	0.3%
10	COc1ccc(NC(=O)C2=C(C)Nc3nc(SCc4ccccc4)nn3C2c2cc(OC)ccc2OC)cc1 (stereo not drawn)	6	3	2	-4	nt	0	0.8	nt	3.0%
11	CCn1c(CC(=O)Nc2ccccc2)nnc1SCC(=O)N1CCOCC1	-15	5	3	-1	-5	-3	-0.4	-3	-1.3%
12	CCN(CC(=O)N1CCCCCC1)S(=O)(=O)c1ccc(Cl)cc1	0	10	-23	-11	2	7	0.1	2	1.3%
13	COc1ccc(NC(=S)N2N=CCC2c2ccccc2)cc1 (stereo not drawn)	-4	3	nt	-3	nt	-6	nt	11	1.8%
14	Cc1cccc(NC(=S)N=Nc2c(O)n(C)c3ccc(S(=O)(=O)N4CCOCC4)cc23)c1	0	2	-1	-2	14	1	-0.9	1	1.2%
15	COC(=O)NCC(c1ccco1)N1CCN(c2ccc(OC)cc2)CC1 (stereo not drawn)	10	2	nt	-2	nt	10	nt	2	0.1%
16	CS(=O)(=O)c1ccccc1-c1nnc(NC(=O)C2=COCCO2)o1	13	5	-4	5	24	0	0.6	-6	-0.4%
17	COCCN(C(=O)COC(=O)c1ccccc1Nc1ccccc1)c1c(N)n(Cc2ccccc2)c(=O)[nH]c1=O	21	5	7	-1	-6	-1	0.7	-7	1.8%
18	COc1ccc(COc2ccsc2C(=O)Nc2ccc(Cl)c(Cl)c2)cc1	-19	10	-5	-5	0	5	-0.4	13	1.4%
19	Cc1ccsc1/C=C(/C#N)C(=O)NCc1ccccc1	3	5	-15	-6	5	-1	0.6	nt	-0.3%
20	COc1cc(C)ccc1OCCOCCOc1ccccc1Br	-2	1	2	-4	12	-4	0.4	-11	3.1%
21	CC(C)(C)N(CC#CCC(O)(c1ccccc1)c1ccccc1)CCO	5	8	-13	4	-16	-2	-0.2	-3	2.6%
22	Fc1cccc(Nc2ncnc3[nH]ncc23)c1	23	-3	7	0	3	5	0.5	-4	4.4%
23	C/C(=N/OC(=O)c1ccc(F)cc1)c1ccc(C)cc1	-11	0	-3	-4	-27	6	0.2	-8	-0.7%
24	CCc1ccccc1NC(=O)[C@@H]1CCC(=O)N1C1OC(=O)c2ccccc21 (stereo partly drawn)	-19	0	-12	-6	-3	-4	-0.2	nt	0.3%
25	O=C1CCCN1CCC1CCN(C2CC(=O)N(c3ccc(Cl)cc3)C2=O)CC1 (stereo not drawn)	0	1	13	0	nt	6	nt	-14	0.8%
26	COc1cccc(-c2nc(CS(=O)(=O)CC(=O)Nc3ccccc3Cl)c(C)o2)c1	8	4	-3	4	-1	-6	-1.5	-25	-0.3%
27	Oc1c(C(c2ccccc2F)N2CCC3(CC2)OCCO3)sc2nc(-c3ccco3)nn12 (stereo not drawn)	nt	-3	12	-2	nt	17	-0.1	1	-0.2%
28	COc1cc(C(=S)N2CCOCC2)cc(OC)c1OC(=O)c1cc([N+](=O)[O-])c(C)c([N+](=O)[O-])c1	4	2	7	2	-1	-5	-1.2	5	3.0%
29	CCCn1nnc(NC(=O)Cc2ccc(Cl)cc2)n1	4	1	6	1	5	1	-1.4	4	-3.6%
30	CCCCN(C)Cc1c(C)[nH]c2c(Cl)cccc2c1=O	11	2	9	-4	-13	2	0.4	6	0.7%
31	COC(=O)C1=C(C)N(CC2CC2)C(=NCc2cc(OC)c(OC)c(OC)c2)N[C@H]1c1ccccc1	-10&-6	1&0	-4	4&-2	15	13&3	-0.6	nt	2.6%&-0.1%
32	COc1ccc(CCNC(=O)c2c(O)nc3c(C)cccn3c2=O)cc1OC	15	1	15	-2	nt	-10	-0.1	-9	1.3%
33	CCc1ccc(N(C(=O)CNC(=O)c2ccco2)C(C(=O)NC2CCCC2)c2cccnc2)cc1 (stereo not drawn)	0	1	1	-6	-16	2	1.0	-6	0.1%
34	O=C(O)C1CCCN1C1=NS(=O)(=O)c2ccccc21 (stereo not drawn)	0	1	-7	-2	7	16	-0.2	-12	1.7%
35	Cc1cc(C(=O)N2CCCC(N3CCN(c4cccc(C(F)(F)F)c4)CC3)C2)nn1C (stereo not drawn)	-2	1	-6	1	-3	10	0.3	-30	0.4%
36	COC(=O)CCSCC(=O)Nc1cc(C)on1	-1	1	1	9	1	-8	1.2	1	0.1%
37	COc1ccc(S(=O)(=O)Nc2ccc(F)c(F)c2)cc1C(=O)N1CCOCC1	-6	3	0	-6	4	-6	-0.1	-7	-1.0%
38	Cc1ccc(-n2c(SCc3nnc4n3CCC4)nnc2-c2ccccc2)cc1	-3	2	9	-5	1	10	0.1	-2	-0.1%
39	COc1ccc(CNC(=O)CCSc2nc(-c3ccc4c(c3)OCO4)cc(C(F)(F)F)n2)cc1	-8	6	7	-3	0	3	0.1	-1	-1.0%
40	COC(=O)C1=C(C)N(Cc2ccccc2)C(=NCc2ccccc2)N[C@H]1c1ccccc1	-5	15	nt	-3	nt	14	nt	nt	2.8%
41	CCCc1cc(=O)[nH]c2nnc(SCC(=O)N3CC(C)OC(C)C3)n12 (stereo not drawn)	-65*	3	-1	-2	15	2	1.9	-13	-0.1%
42	Cc1ccc(/C=N/Nc2ncc(Cl)cc2Cl)s1	-29	6	2	-14	1	-1	-0.8	-2	-0.5%
43	C=CCN1C(=O)c2ccc(C(=O)N(C)CC(=O)Nc3cccc(F)c3)cc2C1=O	-11	2	nt	7	nt	9	nt	-15	-1.2%
44	COc1ccccc1N(C(=O)CNC(=O)c1ccco1)C(C(=O)NC1CCCC1)c1ccco1 (stereo not drawn)	0	-1	-6	-8	-1	-10	0.6	9	-0.1%
45	COC(=O)N/N=C/c1cn(Cc2ccccc2F)c2ccccc12	-20	1	-9	1	-16	-7	-1.9	-20	-2.4%
46	O=C1CCC(C(=O)N2CCCC2)CN1CCc1cccc(F)c1 (stereo not drawn)	4	2	3	1	-1	2	0.3	2	1.1%
47	CCOC(=O)CNC(=O)CSc1ncnc2c1cnn2-c1ccccc1	-16	6	4	-3	4	18	0.0	6	5.0%
48	Cc1ccc(OCC(=O)NCC2(N3CCN(C)CC3)CCCCC2)cc1	9	20	-22	0	nt	-1	0.6	-29	4.0%
49	Cc1cccc(CSc2cn(CC(=O)N3CCCCC3)c3ccccc23)c1	-24	4	5	-6	nt	-7	1.6	-21	-0.3%
50	O=C(O)CCN1C(=O)c2ccccc2C1=O	-4	3	nt	3	1	-1	1.6	14	-0.6%

# Three compounds already listed, arranged by molecular weight, largest number first:
nr	molecule	D1 antag	D1 ag	D2 potentiator	D1 potentiator	D2 antag	TRHR enhancer	D2 ag	RXFP1 antag	RXFP1 agonist
28	COc1cc(C(=S)N2CCOCC2)cc(OC)c1OC(=O)c1cc([N+](=O)[O-])c(C)c([N+](=O)[O-])c1	4	2	7	2	-1	-5	-1.2	5	3.0%
31	COC(=O)C1=C(C)N(CC2CC2)C(=NCc2cc(OC)c(OC)c(OC)c2)N[C@H]1c1ccccc1	-10&-6	1&0	-4	4&-2	15	13&3	-0.6	nt	2.6%&-0.1%
26	COc1cccc(-c2nc(CS(=O)(=O)CC(=O)Nc3ccccc3Cl)c(C)o2)c1	8	4	-3	4	-1	-6	-1.5	-25	-0.3%

# Some of these compounds in order of their number in D1 potentiator, largest number first.
entry | Compound | D1 potentiator
43 | C=CCN1C(=O)c2ccc(C(=O)N(C)CC(=O)Nc3cccc(F)c3)cc2C1=O | 7
29 | CCCn1nnc(NC(=O)Cc2ccc(Cl)cc2)n1 | 1
32 | COc1ccc(CCNC(=O)c2c(O)nc3c(C)cccn3c2=O)cc1OC | -2

# The listing continues:
nr	molecule	D1 antag	D1 ag	D2 potentiator	D1 potentiator	D2 antag	TRHR enhancer	D2 ag	RXFP1 antag	RXFP1 agonist
51	COc1ccc(CSc2nnc(N)s2)cc1F	6	6	-7	4	3	-14	0.3	0	0.8%
52	CC1CC(C)CN(C(=O)c2cc3c(s2)CCC3)C1 (stereo not drawn)	-2	2	14	-1	5	-5	-0.7	-2	-1.3%
53	Cc1ccc(/C=C2\SC(=S)N(CCCC(=O)Nc3cc(C)on3)C2=O)cc1	-3	0	10	-1	-10	0	0.8	3	-3.2%
54	COc1ccc(/C=N/NC(=O)CNc2n[nH]c(=O)[nH]c2=O)cc1OC	0	5	0	-3	-17	34*	0.5	21	0.3%
55	COCC(=O)NC1CCN(CC(=O)Nc2ccccc2[N+](=O)[O-])CC1	8	3	-2	14	-6	-2	-0.9	5	7.3%
56	COc1ccc(-c2cc3ccccc3s2)cc1[C@H]1[C@H]2C=CC[C@@H](C)[C@@H]2C(=O)N1Cc1ccccc1	20	5	5	0	-5	-3	-0.2	nt	-0.4%
57	O=C(Nc1ccccc1)c1ccc(=O)n(Cc2cccc(Cl)c2)c1	2	5	-1	5	-5	15	0.2	-2	2.9%
58	COC(=O)c1ccc(CSCc2ccc(C#N)cc2)cc1	-35*	8	-7	-12	27	-11	-0.9	nt	-4.6%
59	O=C(CN(C1CCCCC1)S(=O)(=O)c1ccc(F)cc1)Nc1ccc2c(c1)OCO2	2	0	-9	0	-4	-1	0.7	-1	0.3%
60	O=C(CSc1n[nH]c(=O)n1-c1ccccc1)N1CCOCC1	-27	5	4	17	16	7	0.5	-5	-1.3%
61	CCn1c(-c2ccccc2)c(C(=O)O)c2ccccc21	-1	0	-7	-3	17	0	-0.3	-3	-1.2%
62	Cc1nccn1CC(O)COc1ccccc1 (stereo not drawn)	0	2	8	-3	-5	15	-0.5	-1	0.3%
63	CC(=O)Nc1ccc(S(=O)(=O)NCCS(=O)(=O)N2CCN(c3ccccc3F)CC2)cc1	17&6	9&0	-5	1&0	3	-7&20	-0.2&-0.6	8	1.1%&0.2%
